SKKanGAS inh: S. pyogenes SKKanGAS growth inhibitors in kanamycin, primary screen, streptokinase expression inhibitor project, SKKanGAS strain, BacTiter-Glo luminescence; AID 1662, 2009; 6 h; inhibition, % at 7.5 µM; 300,000 tested, 1.3% active;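 active = mean replicate score, as percent of positive control median, at least 50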;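 note: strain carries kanamycin resistance gene driven by streptokinase promoter and grows in 40 µg/ml kanamycin; loss of luminescence reflects streptokinase promoter inhibition or plain growth inhibition; 0% = median of DMSO wells and 100% = positive control at its reference dose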
aSyn 5UTR inh: MLPCN primary screen, SNCA 5' untranslated region | alpha-synuclein 5'UTR reporter, inhibitor activity | inhibition, % (tested at 7.5 µM) | 300,000 tested, 0.82% active | AID 1813, 2009; in the data active = inhibition above about 60%;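 note: H4 neuroglioblastoma cells stably carrying SNCA 5'UTR luciferase fusion; 0% = DMSO wells and 100% = positive control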
MrgX1 antagonist: antagonists of human MrgX1 receptor, primary screen, HEK293 cells, Fluo-4 calcium flux; BAM8-22 antagonism; stronger effect = lower value; B-score at 10 µM; 310,000 tested, 1.3% active;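 active = calcium-response B-score plate-corrected more than 3 library SD below zero, starting fluorescence within 5 deviations, no agonist response on first addition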;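 note: peak minus trough fluorescence over baseline after final BAM8-22 challenge near maximal dose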
TRPC6 inhibitor: mouse TRPC6 channel inhibitors, primary screen, cell-based, HEK293, membrane potential dye | Short transient receptor potential channel 6 (Mus musculus), Q61143 | ACh-evoked depolarization; stronger effect = lower value | B-score at 10 µM | 310,000 tested, 1.1% active;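 active = B-score under library mean minus 3 SD, initial fluorescence not abnormally high, positive integrated signal ratio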;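 note: B-score derived from integrated fluorescence ratio over the kinetic read; more negative B-score means stronger inhibition of depolarization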
TRPC6 act: mouse TRPC6 channel activators, primary screen, cell-based, HEK293, membrane potential dye | 310,000 tested, 0.13% active | B-score at 10 µM | Short transient receptor potential channel 6 (Mus musculus), Q61143 | HEK293-TRPC6 membrane potential dye fluorescence; stronger effect = higher value;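 active = B-score of the integrated fluorescence ratio above library mean plus 3 SD, and starting fluorescence ratio within library mean plus 5 SD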;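 note: higher score means more depolarization so channel activation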
KLF5 inh: KLF5 expression inhibitors, primary screen, DLD-1 cells, luminescence; DLD-1 KLF5 promoter-luciferase reporter; inhibition, % at 5 µM; 290,000 tested, 0.23% active;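 active = inhibition above a per-plate limit of that plate's mean compound inhibition plus 3 SD, cut at about 60% in these data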;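 note: 0% = DMSO wells and 100% = LY294002 at 200 µM; higher means less KLF5 promoter-driven luciferase light; inactives centre near -14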
HIF act: HIF pathway transcriptional activators, primary screen, cell-based, U2OS HRE-luciferase, luminescence. activation, % at 7.5 µM (by protocol). 300,000 tested, 0.32% active. U2OS HRE-luciferase reporter; normalized: DMSO 0%, desferrioxamine 100%;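 active = mean activation of at least 10% of the iron chelator positive control signal, with at least half of replicates also reaching 10%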
IEC-6 cytotox: cytotoxicity in IEC-6 intestinal epithelial cells, primary screen, cytotoxicity control for KLF5 inhibitor project, cell-based, luminescence | IEC-6 cytotoxicity, luminescence viability | AID 1825, 2009 | 290,000 tested, 0.78% active | inhibition, % at 5 µM; in the data active = inhibition above about 22%;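 note: 0% = plate median of test compound wells and 100% = cytotoxic reference compound wells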
TRPC4 act: activators of mouse TRPC4 channel, primary screen, Fluo4 calcium, HEK293 TRPC4beta/mu-opioid cells; Fluo4 calcium fluorescence; stronger effect = higher value; B-score at 10 µM; 310,000 tested, 0.49% active; AID 2237, 2010;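 active = B-score above 5 SD of library B-scores, and initial fluorescence ratio not above library mean plus 5 SD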;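 note: positive B-score marks a calcium rise read as TRPC4 activation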
Target sequence (Q9QUQ5 whole entry, looked up): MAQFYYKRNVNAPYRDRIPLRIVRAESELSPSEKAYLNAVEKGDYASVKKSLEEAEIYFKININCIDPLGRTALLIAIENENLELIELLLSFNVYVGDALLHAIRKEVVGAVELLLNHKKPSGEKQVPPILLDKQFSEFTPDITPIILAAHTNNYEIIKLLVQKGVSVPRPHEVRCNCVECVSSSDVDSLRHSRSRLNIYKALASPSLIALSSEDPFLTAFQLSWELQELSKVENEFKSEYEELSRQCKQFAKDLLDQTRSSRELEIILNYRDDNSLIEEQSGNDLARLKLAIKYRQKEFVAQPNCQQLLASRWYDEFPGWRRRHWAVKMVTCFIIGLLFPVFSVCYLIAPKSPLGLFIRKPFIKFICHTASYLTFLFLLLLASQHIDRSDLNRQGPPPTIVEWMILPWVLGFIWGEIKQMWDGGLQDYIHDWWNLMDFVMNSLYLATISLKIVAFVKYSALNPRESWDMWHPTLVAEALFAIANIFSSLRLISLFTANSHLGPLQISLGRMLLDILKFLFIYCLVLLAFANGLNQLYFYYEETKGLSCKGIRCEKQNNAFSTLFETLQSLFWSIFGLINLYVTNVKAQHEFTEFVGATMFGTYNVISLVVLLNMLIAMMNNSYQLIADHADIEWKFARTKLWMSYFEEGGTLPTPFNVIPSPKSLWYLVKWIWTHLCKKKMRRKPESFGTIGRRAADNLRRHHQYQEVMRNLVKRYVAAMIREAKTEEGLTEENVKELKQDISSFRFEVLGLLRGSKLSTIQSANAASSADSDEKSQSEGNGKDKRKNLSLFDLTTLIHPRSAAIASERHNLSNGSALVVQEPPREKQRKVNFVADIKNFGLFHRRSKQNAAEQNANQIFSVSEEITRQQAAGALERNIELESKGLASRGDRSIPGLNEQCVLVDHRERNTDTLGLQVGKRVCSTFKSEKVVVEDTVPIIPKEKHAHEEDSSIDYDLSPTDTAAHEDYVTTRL
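Assay system: HEK293 cells stably co-expressing mouse TRPC4beta and mu-opioid receptor / Timing: Fluo4 dye loading 45 min at room temperature, 110 s recording / Signal: Fluo4 calcium-sensitive dye fluorescence, kinetic, 1 Hz baseline / Read-out: integrated baseline-normalised fluorescence ratio, converted to per-well B score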
TRPC4 potent: positive allosteric modulators of TRPC4, primary screen, cell-based, mouse TRPC4beta, HEK293 mu-opioid, Fluo-4 calcium; DAMGO EC20, Fluo-4 Ca2+ flux; stronger effect = higher value; B-score at 10 µM; 310,000 tested, 0.42% active;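 active = B-score of calcium response area above 5 SD of library B-scores, with initial fluorescence ratio within 5 SD of library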;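 note: B-score of integrated fluorescence ratio over time as area under calcium response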
TRPC4 inh: inhibitors of mouse TRPC4 channel, primary screen, Fluo4 calcium, HEK293 TRPC4beta/mu-opioid cells; Short transient receptor potential channel 4 (Mus musculus), Q9QUQ5; DAMGO-evoked Fluo4 calcium flux; stronger effect = lower value; B-score at 10 µM; 300,000 tested, 0.39% active; AID 2247, 2010;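 active = B-score over 3 SD under the library average, no early fluorescence shift, positive overall ratio signal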
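Assay system: HEK293 cells with stable TRPC4beta plus mu-opioid receptor expression; Probe or stimulus: DAMGO in two steps, submaximal then maximal; Dosing: single-point compound dosing; Measured by: Fluo4 calcium-dye fluorescence, kinetic read; Read-out basis: B score from integrated Fluo4 fluorescence ratio.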
* marks the source's active call; other numbers are inactive results; i = inactive; · = no result given. Compounds were not picked by outcome. Share with any hit: about 5.8%.

item	Structure	TRPC4 act	TRPC6 act	TRPC6 inhibitor	KLF5 inh	TRPC4 potent	IEC-6 cytotox	TRPC4 inh	MrgX1 antagonist	SKKanGAS inh	aSyn 5UTR inh	HIF act
1	Cc1c(CCO)c(=O)n(-c2ccccc2)n1S(=O)(=O)c1ccc(F)cc1	i	i	i	-22.6	i	11.4	i	i	2.6	2.8	-1.2
2	O=C(NCc1ccccc1)NC1CC2CCC(C1)N2Cc1ccco1 (stereo unspecified)	i	i	i	-19.4	i	-4.3	i	i	-1.0	8.0	-0.4
3	Cn1c(Cn2c(=O)sc3ccccc32)nnc1SCc1ccccc1F	i	i	i	-16.1	i	-3.7	i	i	-1.4	12.7	-0.1
4	CC(C)(C)C(=O)NCCc1nc2ccccc2n1CC(=O)c1ccc(Cl)cc1	i	i	i	-24.3	i	5.7	i	i	1.8	-6.5	-0.6
5	Cc1cccc(OCC(=O)Nc2ccc(S(=O)(=O)Nc3onc(C)c3C)cc2)c1C	i	i	i	-5.3	i	-0.1	i	i	9.2	1.9	1.1
6	COc1ccccc1CCNC(=O)C(=O)NCC1OCCN1S(=O)(=O)c1ccc([N+](=O)[O-])cc1 (stereo unspecified)	i	i	i	-9.0	i	1.2	i	i	0.6	9.1	0.5
7	CCOC(=O)c1ccc(NC(=O)CCC2COc3ccccc3O2)cc1 (stereo unspecified)	i	20.1*	i	-1.0	i	-2.2	i	i	-3.8	-1.2	-0.1
8	COc1cc2c(cc1OC)C(C)N(C(=O)c1cc3c(s1)-c1ccccc1OC3)CC2 (stereo unspecified)	i	i	i	7.4	i	6.0	i	i	35.0	-3.0	-0.3
9	CC(C)C(=O)OCC(=O)Nc1ccc(N=Nc2ccccc2)cc1	i	i	i	-123.8	i	2.6	i	i	-2.7	-186.4	2.5
10	CCCCNC(=O)c1cc2cc(OC)ccc2[nH]1	i	i	i	-42.0	i	-0.8	i	i	-0.2	-60.3	0.8
11	COc1ccc2c(c1OC)C(=O)N(c1ccccc1)C2=O	i	i	i	-22.1	i	4.4	i	i	-3.2	6.4	-0.3
12	C#CCOCCOCCOCCNc1nc(N2CCN(C(=O)C([C@@H](C)CC)n3cc(C(N)CC(C)C)nn3)CC2)nc(N2CCN(C(=O)[C@H](CCC(=O)O)n3cc(C(N)Cc4ccc(O)cc4)nn3)CC2)n1 (stereo partly specified)	i	i	i	12.7	i	-1.5	i	i	6.6	-6.0	0.4
13	COc1ccc(F)cc1C(=O)C1CCCN(C(=O)C2=C(C)OCCO2)C1 (stereo unspecified)	i	i	i	-2.3	i	1.8	i	i	0.2	-7.4	0.0
14	CCOC(=O)C(=O)Nc1nnc(Cc2ccc(OC)c(OC)c2)s1	i	i	i	14.3	i	9.6	i	i	0.9	8.0	0.2
15	CC1=NN(C(=O)COc2cc(C)ccc2C(C)C)C(O)(c2ccccc2)C1 (stereo unspecified)	i	i	i	-7.1	i	0.4	i	i	-12.7	13.4	0.6
16	CCOC(=O)Cn1c(=O)oc2cc(S(=O)(=O)N(C)Cc3ccco3)ccc21	i	i	i	-20.6	i	3.5	i	i	-0.4	6.7	0.1
17	CNS(=O)(=O)c1cccc(C(=O)OCC(=O)C23CC4CC(CC(C4)C2)C3)c1	i	i	i	-23.9	i	2.2	i	i	6.3	14.4	-0.2
18	CN(C)S(=O)(=O)c1ccc(S(=O)(=O)N(CC(=O)Nc2ccccc2)CC2CCCO2)cc1 (stereo unspecified)	i	i	i	14.2	i	-5.1	i	i	-0.2	12.9	-0.6
19	COc1ccc(OC)c(S(=O)(=O)N2CCN(CC(O)COc3ccc(C#N)cc3)CC2)c1 (stereo unspecified)	i	i	i	-11.2	i	4.2	i	i	-1.1	-8.8	0.1
20	CCN(CC)c1ccc(-n2c(C)cc(C=O)c2C)cc1	i	i	i	-22.1	i	1.9	i	i	-15.9	14.1	0.4
21	COCCNC(=O)/C(C#N)=C/c1cc(C)n(C2CCCCC2)c1C	i	i	i	-118.6	i	-1.1	i	i	-1.2	-101.0	1.3
22	CCOc1ccc2oc(C(=O)NC(C)(C)CC)c(C)c2c1	i	i	i	-9.6	i	-1.3	i	i	·	-117.5	4.4
23	O=c1c2ccccc2nc(/C=C/c2ccc(Br)cc2)n1CCCO	i	i	i	-50.4	i	0.6	i	i	0.5	15.7	2.3
24	COc1ccc(/C=N/NC(=O)c2cccc(Br)c2)cc1CSc1ccccn1	i	i	i	-3.6	i	1.7	i	i	-1.5	-13.4	0.1
25	Cc1ccc(C)c(NC(=O)CSc2nnc(-c3n[nH]c4ccccc34)o2)c1	i	i	i	-38.1	i	0.2	i	i	0.4	-31.0	0.3
26	CCC(=O)Nc1ccc2c(c1)N(C(C)=O)c1ccccc1CC2	i	i	i	-28.8	i	-1.4	i	i	6.9	-2.8	-0.3
27	COc1ccc(-c2cc(-c3ccc(N)cc3)nc(N)c2C#N)cc1OC	i	i	i	-28.1	i	-6.5	i	i	9.4	22.1	0.4
28	O=C(COC(=O)c1ccc(Cl)c(S(=O)(=O)N2CCCCC2)c1)NCC1CCCO1 (stereo unspecified)	i	i	i	-20.2	i	-1.3	i	i	9.4	5.2	1.0
29	NS(=O)(=O)c1ccc(NC(=O)COC(=O)COc2ccccc2)cc1	i	i	i	0.4	i	-2.3	i	i	-0.8	7.1	-0.1
30	N#Cc1ccc(OCC(=O)N/N=C/C2CC=CCC2)cc1 (stereo unspecified)	i	i	i	-15.0	i	-0.5	i	i	-3.9	-40.6	1.6
31	Cc1cc2nccc(-c3ccc(F)cc3)n2n1	i	i	i	-9.7	i	1.2	i	i	8.0	18.8	2.6
32	CC(C)c1ccccc1NC(=O)c1cccc(NC(=O)c2ccccc2)c1	i	i	i	-30.4	i	-1.0	i	i	-3.0	21.9	-0.8
33	Cc1sc2ncnc(NCC(c3ccccc3)N(C)C)c2c1C (stereo unspecified)	218*	i	i	5.0	i	-4.9	i	i	2.2	-7.2	-1.3
34	CCOC(=O)c1cc(-c2ccccc2)sc1NC(=O)COC(=O)c1cccc(S(N)(=O)=O)c1	i	i	i	14.7	i	-1.8	i	i	5.8	71.6*	-0.5
35	Cc1[nH]n(-c2ccccc2)c(=O)c1/C=N/NC(=O)c1cccc(F)c1	i	i	i	61.1	i	22.0*	i	i	67.9*	58.0	1.5
36	Cc1ccnc(NC(=O)CC(NC(=O)c2ccccc2Cl)c2ccccc2)c1 (stereo unspecified)	i	i	i	·	i	·	i	i	2.0	-42.7	2.3
37	COCCCNC(=O)c1cc(C(=O)c2ccccc2Br)c[nH]1	i	i	i	-9.4	i	0.9	i	i	0.7	10.8	-0.2
38	CCCC(=O)N(c1ccccc1)C1C=CS(=O)(=O)C1 (stereo unspecified)	i	i	i	8.4	i	7.9	i	i	-4.1	-4.7	-0.1
39	CC(NC(=O)COc1ccc(/C=N/NC(=O)CO)cc1)c1ccccc1 (stereo unspecified)	i	i	i	-29.0	i	4.6	i	i	8.0	-8.6	0.0
40	O=C(Nc1nc(-c2cccnc2)cs1)c1ccc([N+](=O)[O-])cc1	i	i	i	-57.8	i	4.9	i	i	-4.7	-50.6	0.7
41	Cc1nc(N2CCOCC2)[nH]c(=O)c1C(O)C(Cl)(Cl)Cl (stereo unspecified)	i	i	i	-26.8	i	1.0	i	i	-11.9	-13.8	0.2
42	O=C1CC(c2ccccc2)CC(O)=C1C=Nc1cccc(Cl)c1 (stereo unspecified)	i	i	i	-8.4	i	0.4	i	i	3.5	-3.9	-0.4
43	O=C(Cc1ccc(Cl)cc1)Nc1cccc(-c2nnc(-c3ccco3)o2)c1	i	i	i	-13.6	i	-0.1	i	i	2.6	22.7	0.0
44	Cc1ccc2nc(NCc3ccccc3)[nH]c2c1	i	i	-6.53*	23.5	i	82.3*	-5*	i	0.9	39.6	2.3
45	Cc1ccc(C)c(S(=O)(=O)N2CCCC2CNC(=O)C(=O)NC2CCCC2)c1 (stereo unspecified)	i	i	i	·	i	·	i	i	-3.8	10.0	-0.3
46	CCCOC(=O)Cc1c(O)c2ccccc2[nH]c1=O	i	i	i	-2.3	i	-0.1	i	i	-8.6	20.6	-0.1
47	C=CCn1c(SCC(=O)NC2CCCCC2)nnc1-c1ccc(OC)cc1	i	i	i	3.7	i	2.4	i	i	-5.8	-13.0	0.6
48	Nc1ccccc1C(=O)/C=C/c1ccc2c(c1)OCO2	i	i	i	-25.2	i	2.7	i	i	1.6	-340.3	3.0
49	O=C(CSc1cccc2cccnc12)OCC(=O)c1ccc(Br)cc1	i	i	i	-43.5	i	3.2	i	i	2.4	1.1	0.0
50	CCC(C)(C)n1nnnc1CN1CCN(c2nc3ccc(C)cc3cc2C#N)CC1	i	i	i	-19.6	i	1.9	i	i	2.8	6.0	-0.3
51	COc1ccc(NC(=O)CN2CCN(C3c4ccccc4-c4ccccc43)CC2)cc1	i	i	i	-9.9	i	1.7	i	i	10.7	-8.4	-0.4

Compound activity: PubChem BioAssay, several laboratories
